Screening results (PubChem BioAssay)
XiGFP reactiv: reactivates the inactive X chromosome in mouse fibroblasts | XiGFP mouse fibroblasts, % GFP-positive cells imaging, 3 d; cells co-treated with 5-aza-dC sensitizer; scaled so ellipticine positive control = 100% | activation, % at 7.58 µM | hit rate 0.055% among 360,000 | AID 743238;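 active means mean normalized replicate activation at least 10% and every replicate at or above 10%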;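 further: 0% = median of on-plate neutral control wells and 100% = ellipticine 6 µM median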
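Schedule: 3 d treatment, 15 min room-temperature fixation; system: 68-5-11 XiGFP fibroblast line; buffer or medium: DMEM plus 5-aza-dC sensitizer; control set: ellipticine 6 µM positive control; compound: one concentration, pinned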
ERp5 inh: blocks human ERp5 reductase activity on insulin | Q15084 | ERp5 insulin aggregation, absorbance 650 nm, 90 min | inhibition, % at 9.99 µM | hit rate 0.05% among 350,000 | AID 651711;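 active means mean replicate inhibition above about 25%, with every replicate also reaching it, limit read from the data, passing the limit was not always enough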
RAD54 inh: inhibitors of human RAD54 branch migration; Q92698; RAD54 Holliday junction branch migration, FAM/BHQ fluorescence; inhibition, % at 10.4 µM; hit rate 0.14% among 360,000; AID 602329;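 active means mean normalized replicate activity at least 40 and at least half of replicates scoring 40 or more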;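 further: 0% = median of neutral control wells and 100% = median of positive control wells; inhibitors cause a drop in the FAM fluorescence signal; in these data hits start at about 50%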
E-selectin induc: E-selectin induction on HUVECs; P16581; HUVEC E-selectin immunofluorescence imaging; normalized: neutral wells 0, TNF-alpha wells 100; activation, % at 7.58 µM; hit rate 0.37% among 260,000;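 active means mean E-selectin-positive cell signal at least 10% of the positive control, reached in at least 60% of replicates, without over 20% cell loss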;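 further: in these data hits start at about 27%; measured in HUVEC primary endothelial cells; signal is the percent of cells scored E-selectin positive by PE staining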
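System: HUVEC / Compound: single concentration / Signal: immunofluorescence imaging / Read-out: percent E-selectin-positive cells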
ERAP1 HTS inh: ERAP1 (human) enzyme inhibition; Q9NZ08; recombinant ERAP1, Leu-AMC fluorescence, 60 min; hit rate 0.15% among 340,000; inhibition, % at 10.7 µM;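 active means mean replicate inhibition of at least 30%, or all replicates individually reaching that 30% level; inactive means mean below 30% and not every replicate reaching it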;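 further: 0% = neutral control wells and 100% = L-leucinethiol positive control wells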
esBAF inh: SWI/SNF esBAF complex inhibition | mouse ES cells, Bmi1-luciferase knock-in reporter, 24 h; 100% = twice the neutral-well signal | reporter increase, % at 12.5 µM | hit rate 2% among 350,000 | AID 602393; in the data active means activation above about 40%;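 further: 0% = median of the plate's neutral control wells and 100% = double that signal; a rise in the Bmi1 reporter signal indicates esBAF inhibition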
RAD52 inh: inhibitors of human RAD52 DNA annealing | P43351 | recombinant RAD52 DNA annealing, FRET fluorescence | inhibition, % at 18.7 µM | hit rate 0.46% among 360,000 | AID 651710;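 active means every replicate showing at least 50% inhibition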
Target sequence (P43351 whole entry, looked up): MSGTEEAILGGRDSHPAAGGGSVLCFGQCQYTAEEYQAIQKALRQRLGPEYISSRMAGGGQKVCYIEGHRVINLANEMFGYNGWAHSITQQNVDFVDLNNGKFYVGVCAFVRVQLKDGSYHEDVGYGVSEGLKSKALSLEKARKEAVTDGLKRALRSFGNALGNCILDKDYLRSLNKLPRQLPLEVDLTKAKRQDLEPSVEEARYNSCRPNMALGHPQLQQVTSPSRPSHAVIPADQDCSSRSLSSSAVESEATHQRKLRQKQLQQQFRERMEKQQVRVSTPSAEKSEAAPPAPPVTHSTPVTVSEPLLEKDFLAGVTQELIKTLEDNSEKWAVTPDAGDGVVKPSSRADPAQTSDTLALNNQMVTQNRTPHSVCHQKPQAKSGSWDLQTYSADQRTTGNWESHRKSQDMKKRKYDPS
S100A4 MyoIIA: inhibitors of human S100A4 binding to myosin IIA peptide; S100A4/TAMRA-MyoIIA peptide fluorescence polarization; inhibition, % at 10.7 µM; hit rate 0.14% among 360,000;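 active means mean inhibition of at least 70% across replicates, with every replicate also reaching that level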
Target sequence (P26447 whole entry, looked up): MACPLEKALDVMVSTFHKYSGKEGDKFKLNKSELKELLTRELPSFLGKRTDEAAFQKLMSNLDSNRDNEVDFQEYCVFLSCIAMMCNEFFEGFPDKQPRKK
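assay system = human S100A4 monomer with TAMRA-labelled myosin IIA peptide | also added = labelled myosin peptide probe, 5 nM | incubation = 5 min between mix addition and reading | control set = DMSO and TFP controls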
Active calls of the source: *; x = no result given.

SMILES	XiGFP reactiv	ERp5 inh	RAD54 inh	E-selectin induc	ERAP1 HTS inh	esBAF inh	RAD52 inh	S100A4 MyoIIA
CS(=O)(=O)c1ccc2nc(NC(=O)c3cc(-c4ccccc4)nn3-c3ccccc3)sc2c1	0.0	-2	-11	x	8	0	-20	1
O=C(CSc1ccccc1F)NCCCN1CCCC1=O	0.0	-1	-6	0.0	0	2	-5	-1
O=C(Nc1ccc(S(=O)(=O)Nc2ccccn2)cc1)c1ccc(Cl)cc1Cl	0.0	1	2	0.3	1	-6	-5	-1
O=C(CCN1CCCCC1)NCC[C@H]1CC[C@H](NC(=O)c2ccc(F)cc2)[C@H](CO)O1	0.1	-8	-1	-0.3	-1	5	1	-1
Cc1ccc(C)c(OCC(=O)Nc2ccc(C(=O)O)cc2NC(=O)COc2cc(C)ccc2C)c1	0.0	3	-3	-1.1	6	-8	-4	3
Nc1nonc1-n1nnc(C(=O)N/N=C/c2ccccc2Cl)c1-c1ccccc1	0.0	7	6	x	0	-8	-2	-2
O=C(C[C@@H]1CC[C@@H]2[C@H](COC[C@H](O)CN2Cc2ccc(Cl)cc2)O1)NCc1cccc(F)c1	1.5	-2	-8	0.0	3	18	-1	19
CCOc1cc(/C=C(\C#N)C(=O)Nc2ccccn2)ccc1O	0.0	0	0	0.2	1	13	-3	5
CS(=O)(=O)N1CC(=O)N2[C@@H](CO)[C@H](c3ccc(Br)cc3)[C@@H]2C1	0.0	2	x	0.0	2	x	4	-3
CC1=C(C(=O)N2CCOCC2)CC(CC(=O)NCCCN(C)C)C(=O)N1CCCN1CCCC1=O (configuration not stated)	0.0	8	x	-0.2	2	x	-19	13
Cc1cc(N2CCCCC2)nc(N)n1	-0.1	-1	8	x	-7	-3	-10	-3
O=C(CN1C(=O)NC2(CCCCCC2)C1=O)NCc1ccc(Cl)cc1	0.0	-7	9	x	2	5	2	10
CO[C@H]1CN(C)C(=O)c2cc(NS(=O)(=O)c3ccc(Cl)cc3)ccc2OC[C@@H](C)NC[C@H]1C	0.0	3	-2	0.1	-3	0	7	-11
C[C@@H]1CN([C@H](C)CO)C(=O)Cc2cc(NC(=O)C3CCCCC3)ccc2O[C@H]1CN(C)C(=O)Nc1cccc2ccccc12	-0.7	-4	-4	4.4	0	-1	11	-13
COc1cccc(S(=O)(=O)Nc2ccc3c(c2)C(=O)N(C)[C@H]2CC[C@@H](CC(=O)NCC4CCCCC4)O[C@@H]2CO3)c1	0.0	-4	-1	-0.1	-1	7	6	7
C[C@@H]1CN([C@H](C)CO)C(=O)c2cc(C#CC3(O)CCCC3)cnc2O[C@@H]1CN(C)Cc1cccnc1	-1.3	2	x	3.9	2	x	-6	6
N#Cc1ccc(OCC(=O)N2CCN(c3ccc(C(F)(F)F)cn3)CC2)cc1	0.1	-1	0	-1.1	1	2	-22	1
Cc1ccc(NC2CCCN(C(=O)c3cccc4nccnc34)C2)cc1C (configuration not stated)	0.3	5	-2	3.8	-1	-2	-9	1
CCCNC(=O)C[C@H]1C[C@@H]2c3cc(NC(=O)c4ccc5c(c4)OCO5)ccc3O[C@@H]2[C@@H](CO)O1	0.0	x	-1	-0.1	x	0	x	x
CC(=O)c1c(C)oc2ccc(N(C(C)=O)S(=O)(=O)c3ccc(Br)cc3)cc12	0.2	1	9	x	3	-16	-15	-9
Cc1ccc2[nH]c(=O)c(CN(Cc3ccccc3)C(=S)NCCCN(C)C)cc2c1	0.1	-3	7	x	0	-8	-21	1
CCN1C(=O)[C@H]2[C@@H](c3ccc(C)cc3)N[C@]3(CCCN(Cc4ccc(OC)cc4)C3=O)[C@H]2C1=O	0.5	-2	-7	x	2	3	-9	23
Cc1cc(C)n(CCN(C)C(=O)CCc2nnc(CCC3CCCCC3)o2)n1	2.0	0	x	x	0	x	-15	-4
O=C(C[C@@H]1CC[C@@H]2[C@H](COC[C@@H](O)CN2C(=O)c2ccccc2F)O1)NCc1ccccc1	0.1	-1	-25	0.0	1	-5	-46	-48
COc1ccc(NC(=O)Nc2ccc3c(c2)C(=O)N([C@H](C)CO)C[C@H](C)[C@@H](CN(C)C(=O)NC2CCCCC2)OCCCC[C@H](C)O3)cc1	0.0	10	1	-0.2	2	2	5	-4
COc1ccc(S(=O)(=O)N(C)C[C@H]2Oc3ccc(NC(=O)NC4CCCCC4)cc3CC(=O)N([C@@H](C)CO)C[C@H]2C)cc1	-0.2	7	-3	0.1	-3	6	-24	-11
CCCCC[C@@H]1[C@H]2[C@H]3C(=O)N(c4ccccc4)C(=O)[C@H]3CC(=O)[C@H]2[C@H](c2ccccc2)N1S(=O)(=O)c1ccc(C)cc1	0.9	2	-7	x	x	-4	-19	-2
C[C@@H]1CCCCO[C@@H](CN(C)C(=O)Nc2ccc(F)cc2)[C@H](C)CN([C@H](C)CO)C(=O)c2cc(N(C)C)ccc2O1	0.0	-5	-3	0.0	1	1	17	-11
COc1cc(-c2noc(C3CCCN(C(=O)c4ccccc4)C3)n2)cc(OC)c1OC (configuration not stated)	0.1	-2	-4	-0.1	2	-7	8	5
O=C(c1ccc(Cl)cc1)N1CCn2c1nc1ccccc12	0.0	3	-8	-0.2	7	49*	-11	0

Shown with values under each structure: part of the list above
Values in the order – XiGFP reactiv, ERp5 inh, RAD54 inh, E-selectin induc, ERAP1 HTS inh, esBAF inh, RAD52 inh, S100A4 MyoIIA
- CC(=O)c1c(C)oc2ccc(N(C(C)=O)S(=O)(=O)c3ccc(Br)cc3)cc12
→ 0.2, 1, 9, x, 3, -16, -15, -9
- Cc1ccc2[nH]c(=O)c(CN(Cc3ccccc3)C(=S)NCCCN(C)C)cc2c1
→ 0.1, -3, 7, x, 0, -8, -21, 1
- CCN1C(=O)[C@H]2[C@@H](c3ccc(C)cc3)N[C@]3(CCCN(Cc4ccc(OC)cc4)C3=O)[C@H]2C1=O
→ 0.5, -2, -7, x, 2, 3, -9, 23
- Cc1cc(C)n(CCN(C)C(=O)CCc2nnc(CCC3CCCCC3)o2)n1
→ 2.0, 0, x, x, 0, x, -15, -4

More results follow.
SMILES	XiGFP reactiv	ERp5 inh	RAD54 inh	E-selectin induc	ERAP1 HTS inh	esBAF inh	RAD52 inh	S100A4 MyoIIA
CC12CC3CC(C)(C1)CC(C(=O)NC(=S)N1CCOCC1)(C3)C2	x	-6	1	x	1	-6	4	0
O=C(Nc1ccccc1C(=O)NCc1ccco1)Nc1cccc2ccccc12	0.8	0	x	-2.0	8	x	-32	6
CCOC(=O)[C@H]1[C@H]2COc3ccc(Cl)cc3[C@H]2N2C(=O)CNC(=O)[C@@]12C	-0.1	-2	-4	0.4	1	-3	-7	0
Cn1c(=N)n(CC(=O)c2ccc(F)cc2)c2ccccc21	-0.1	1	-1	0.3	2	-75	-14	-3
O=C(NNC(=O)c1ccc(-c2ccc([N+](=O)[O-])cc2)o1)c1ccncc1	0.0	-15	-4	x	1	18	-9	1
CO[C@H]1CN(C)C(=O)c2cc(NC(=O)Nc3ccccc3F)ccc2OC[C@@H](C)N(C(C)=O)C[C@@H]1C	0.6	-5	1	0.0	8	1	-6	6
O=C(NCCCN1CCCC(O)C1)c1cc(COc2ccc(F)cc2F)on1 (configuration not stated)	-0.1	1	9	-0.1	-3	x	-25	-3
COc1ccccc1NC(=O)c1ccccc1Nc1ccccc1	0.2	2	0	-0.1	2	4	-15	1
CC(C)NC(=O)N(C)C[C@H]1Oc2cc(-c3cncnc3)ccc2S(=O)(=O)N([C@H](C)CO)C[C@H]1C	-0.3	-2	-2	0.1	-1	4	-6	25
CC(C)NC(=O)N(C)C[C@H]1Oc2cc(-c3ccccc3F)ccc2S(=O)(=O)N([C@@H](C)CO)C[C@@H]1C	0.1	-7	-13	-0.4	-5	5	1	14
O=C(c1c(F)cccc1F)N1CCCC(c2nc(-c3cccs3)no2)C1 (configuration not stated)	0.2	4	7	1.3	-2	81*	-6	-11
COC(=O)C1C(=O)C(C(=O)/C=C/c2ccccc2)C(=O)CC1(C)C (configuration not stated)	0.1	-7	x	x	1	-3	-22	0
COc1cccc(CN(C)CC(=O)Nc2sc3c(c2C#N)CCC3)c1OC	0.2	5	x	x	-3	x	-16	3
Cc1cc2c(=O)n(CC(=O)NCC(=O)Nc3ccc(C(C)C)cc3)cnc2s1	0.2	-1	x	7.2	-2	-2	-21	4
CN1C(=O)c2cc(NC(=O)c3cccc(C(F)(F)F)c3)ccc2OC[C@@H]2O[C@@H](CC(=O)NCCN3CCCC3)CC[C@@H]21	0.0	5	10	0.2	4	0	6	-3
Cc1ccc(C)c(NC(=O)CN(C)C(=O)c2ccc(Cl)nc2)c1	-0.1	-1	-1	0.0	-5	-2	-13	-4
Cc1ccc(S(=O)(=O)N2CCN(C(=O)CN3CCN(c4ccc(O)cc4)CC3)CC2)cc1	0.0	-3	-9	x	1	-1	-12	-7
O=C(c1ccccc1NS(=O)(=O)c1ccc(F)cc1)N1CCOCC1	0.2	-16	1	-0.1	-1	-6	0	3

3 structures out of the list, arranged by molar mass, lowest first:
SMILES	XiGFP reactiv	ERp5 inh	RAD54 inh	E-selectin induc	ERAP1 HTS inh	esBAF inh	RAD52 inh	S100A4 MyoIIA
COc1cccc(CN(C)CC(=O)Nc2sc3c(c2C#N)CCC3)c1OC	0.2	5	x	x	-3	x	-16	3
CC(C)NC(=O)N(C)C[C@H]1Oc2cc(-c3cncnc3)ccc2S(=O)(=O)N([C@H](C)CO)C[C@H]1C	-0.3	-2	-2	0.1	-1	4	-6	25
CN1C(=O)c2cc(NC(=O)c3cccc(C(F)(F)F)c3)ccc2OC[C@@H]2O[C@@H](CC(=O)NCCN3CCCC3)CC[C@@H]21	0.0	5	10	0.2	4	0	6	-3

Rows are unselected; about 2.5% have a hit in one of these screens.
